Screening data: PubChem BioAssay, Broad Institute
Casp6 inh: human caspase-6 inhibitors, primary screen, biochemical, VEID-R110 fluorescence, single point, set 2. purified caspase-6, Z-VEID-R110 cleavage fluorescence. 350,000 compounds, 0.53% hits. inhibition, % at 12.5 µM. P55212;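 active = mean inhibition across replicates at least about 35%, with every replicate also reaching that limit, limit read from the data; inconclusive = only one of the two criteria met; inactive = neither criterion met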;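 also: 0% = median of neutral control wells and 100% = no fluorescence left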
Target sequence (P55212 24-179 limits assumed): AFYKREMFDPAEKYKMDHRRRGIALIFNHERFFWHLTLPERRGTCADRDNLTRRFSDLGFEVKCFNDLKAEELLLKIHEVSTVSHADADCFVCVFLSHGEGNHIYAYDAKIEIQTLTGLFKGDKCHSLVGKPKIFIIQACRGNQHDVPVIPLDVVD
Target sequence (P55212 194-293 limits assumed): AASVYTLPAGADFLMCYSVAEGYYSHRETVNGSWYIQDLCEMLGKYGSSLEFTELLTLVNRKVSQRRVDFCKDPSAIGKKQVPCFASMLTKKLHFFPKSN
DENV2 CPE: inhibitors of DENV2 cytopathic effect, primary screen, cell-based, plate reader, single concentration; DENV2-infected cells, cytopathic effect rescue; 350,000 compounds, 1.7% hits; CPE inhibition, % at 9.99 µM; in the data active = CPE inhibition above about 20%, passing the limit was not always enough; inconclusive = no clear call, values can overlap the other calls; tested in BHK-21 cells;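 also: 0% = median of neutral control wells and 100% = median of positive control wells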
PAX8 reporter: inhibitors of PAX8-driven TPO luciferase reporter, primary screen, RMG-I cells, single concentration | inhibition, % at 12.6 µM | SteadyGlo, 24 h | 360,000 compounds, 1.2% hits;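 active = mean replicate inhibition at least 60% with every replicate also reaching 60%; inconclusive = only one of the two criteria is met; inactive = mean below 60% and not all replicates reaching 60%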;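 also: luciferase light reporting Pax8 driven TPO promoter activity; plate controls were median of neutral control wells for no effect and mitoxantrone controls for full effect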
SIRT5 block: SIRT5 desuccinylase inhibitors, primary screen, biochemical, fluorescence imaging, single point, set 5; NAD-dependent protein deacylase sirtuin-5, mitochondrial (Homo sapiens), Q9NXA8; Purified SirT5, succinyl-peptide AMC, trypsin-coupled fluorescence; inhibition, % at 15 µM; 330,000 compounds, 1.1% hits; AID 652115, 2013; in the data active = inhibition above about 15%; inconclusive = no clear call, values can overlap the other calls
Target sequence (Q9NXA8 whole entry, looked up): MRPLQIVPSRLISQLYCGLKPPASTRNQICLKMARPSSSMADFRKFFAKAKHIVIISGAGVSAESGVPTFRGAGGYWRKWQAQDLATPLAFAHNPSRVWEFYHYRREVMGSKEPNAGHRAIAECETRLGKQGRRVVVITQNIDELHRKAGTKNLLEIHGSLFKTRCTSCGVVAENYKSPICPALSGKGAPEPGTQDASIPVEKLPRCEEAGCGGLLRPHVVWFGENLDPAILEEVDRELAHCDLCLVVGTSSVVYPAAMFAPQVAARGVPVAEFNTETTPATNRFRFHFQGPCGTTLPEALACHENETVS
EWS-Fli inh: EWS/Fli-driven NR0B1 reporter inhibitors, primary screen, A673 cells, NR0B1 luciferase, luminescence, MLPCN library; viability-normalised; inhibition, % at 12.6 µM; 350,000 compounds, 0.67% hits; AID 651661, 2012;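 active = mean inhibition of at least 50% after viability correction, with every replicate also passing that limit; inconclusive = mean reaches 50% but only one of two replicates passes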;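 also: firefly luciferase signal divided by Alamar Blue viability fluorescence both relative to DMSO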
LGR2 antag: inhibitors of bursicon-induced LGR2 CRE-luciferase signal, primary screen, cell-based, HEK293, CRE-luciferase reporter, bursicon stimulation; bursicon-stimulated, 4 h; Drosophila bursicon receptor LGR2 (rickets); 380,000 compounds, 0.35% hits; inhibition, % at 9.99 µM;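 active = drop in luminescence signal, shown as inhibition above about 50% in the replicate tests, limit read from the data, passing the limit was not always enough; inconclusive = probably only some replicates passing the limit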;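 also: agonist challenge used bursicon conditioned medium at about half maximal strength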
ARNT-TACC3 inh: disruptors of ARNT/TACC3 protein interaction, primary screen, biochemical, AlphaScreen, single concentration | 390,000 compounds, 0.66% hits | AlphaScreen His-ARNT PAS-B/GST-TACC3 binding, luminescence; TACC3 fragment carries E629A point mutation | Transforming acidic coiled-coil-containing protein 3 (Homo sapiens), Q9Y6A5 | inhibition, % at 9.99 µM | AID 623870, 2012;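 active = mean inhibition of replicates at least 50% and at least half of replicates each reaching 50%; inconclusive = half or more replicates reach 50% but mean below 50%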;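 also: 0% = complete ARNT plus TACC3 wells and 100% = ARNT alone without TACC3; many hits fall short of the cut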
* marks the source's active call; other numbers are inactive results; ? = inconclusive; / = not tested or not shown; & = joins results of further samples.

Values run as follows: PAX8 reporter	EWS-Fli inh	Casp6 inh	DENV2 CPE	SIRT5 block	LGR2 antag	ARNT-TACC3 inh
1: CC1=C(C(=O)N(C(C)C)C(C)C)CC(CC(=O)NCCN2CCOCC2)C(=O)N1CCC1=CCCCC1 (stereo not given)
    6	0	0	19	-2	-2	/
2: COC(=O)c1c(S(=O)(=O)N2CCOCC2)c(C)n(C)c1C
    4	-5	-1	-1	1	12	-7
3: COc1ccccc1-c1ccc([C@@H]2C[C@H]3[C@H](CON3C)CN2C(=O)c2ccc(-c3ccccc3)cc2)cc1
    16	-8	-3	38*	-4	-9	/
4: C[C@H](CO)N1C[C@H](C)[C@@H](CN(C)C(=O)Nc2ccccc2)Oc2c(NC(=O)Nc3ccc4c(c3)OCO4)cccc2C1=O
    -8&-14	-18&-3	0	?	/	10&-17	4&17
5: Cc1c(Br)c(C(F)(F)F)nn1CC(=O)NCCCn1ccnc1
    7	4	-4	-5	0	9	0
6: CCCOC(=O)c1ccc(NC(=O)Oc2ccccc2)cc1
    /	-5	2	-1	-6	5	-5
7: Cc1ccc(S(=O)(=O)N2CCCC(C(=O)NCCC(C)C)C2)cc1 (stereo not given)
    2	5	1	7	6	-8	0
8: C[C@H](CO)N1C[C@H](C)[C@@H](CN(C)C(=O)Nc2ccc(C(F)(F)F)cc2)OCCCC[C@H](C)Oc2ccc(NC(=O)c3ccccc3)cc2C1=O
    1	4	-1	14	-4	-1	/
9: COc1ccc(S(=O)(=O)N(C)C[C@@H]2Oc3ccc(NS(=O)(=O)c4ccc(F)cc4)cc3C(=O)N([C@@H](C)CO)C[C@@H]2C)cc1
    -16	0	0	-1	3	-7	-6
10: Cn1cc(CNC(=O)C2CCC(=O)N(Cc3cccc(C(F)(F)F)c3)C2)cn1 (stereo not given)
    -4	-4	0	-5	-3	1	-1
11: COc1ccc(C(C(=O)NCc2ccccc2)n2c(=O)c(-c3cc4ccccc4[nH]3)nc3ccccc32)cc1 (stereo not given)
    -3	-11	-3	5	/	-10	/
12: C[C@H](CO)N1C[C@H](C)[C@@H](CN(C)Cc2ccc3c(c2)OCO3)Oc2ccc(NC(=O)Nc3ccc(C(F)(F)F)cc3)cc2C1=O
    4	-3	0	-2	5	-2	/
13: COCCNC(=O)c1ccc2c(c1)CCN2S(C)(=O)=O
    -14	-3	0	-4	-2	12	0
14: COc1ccccc1-c1cnc(C(O)c2c(C)cc(C)cc2C)[nH]1 (stereo not given)
    -17	-3	/	-6	6	-8	/
15: Cc1ccc(C(C[N+](=O)[O-])Sc2ccc(N)cc2)cc1 (stereo not given)
    2	?	-1	3	-3	/	0
16: CCCCOCCCN1CC(=O)N2C(C)c3[nH]c4ccccc4c3C[C@H]2C1=O (stereo not given in full)
    6	3	-1	3	-16	-3	-14
17: CC(Sc1nnnn1C)C(=O)Nc1ccccc1 (stereo not given)
    13	2	1	-4	-3	-1	-24
18: COc1ccc(/C=C(\NC(=O)c2ccccc2)C(=O)NCCN2CCOCC2)cc1OC
    12	-8	3	2	2	24	0
19: O=c1n(CC2CO2)c(=O)n(CC2CO2)c(=O)n1CC1CO1 (stereo not given)
    19	31	-3	3	/	5	-4
20: CC(C)CC(NS(=O)(=O)OCC(Cl)(Cl)Cl)c1ccccc1 (stereo not given)
    2	16	6	7	7	/	8

Another view of part of the listing above:
10: Cn1cc(CNC(=O)C2CCC(=O)N(Cc3cccc(C(F)(F)F)c3)C2)cn1 (stereo not given)
11: COc1ccc(C(C(=O)NCc2ccccc2)n2c(=O)c(-c3cc4ccccc4[nH]3)nc3ccccc32)cc1 (stereo not given)

| Screen / compound no. | 10 | 11 |
| --- | --- | --- |
| PAX8 reporter | -4 | -3 |
| EWS-Fli inh | -4 | -11 |
| Casp6 inh | 0 | -3 |
| DENV2 CPE | -5 | 5 |
| SIRT5 block | -3 | / |
| LGR2 antag | 1 | -10 |
| ARNT-TACC3 inh | -1 | / |

Next entries follow.
Values run as follows: PAX8 reporter	EWS-Fli inh	Casp6 inh	DENV2 CPE	SIRT5 block	LGR2 antag	ARNT-TACC3 inh
21: N#CCOC(=O)[C@H](Cc1c[nH]c2ccccc12)NS(=O)(=O)c1ccc(Cl)cc1
    4	-1	1	8	2	-3	1
22: CC(C)c1onc(C(=O)N2CCC(C(N)=O)CC2)c1[N+](=O)[O-]
    4	-11	-1	6	-4	-6	-2
23: CCCNC(=O)Nc1ccc2c(c1)OC[C@H](C)NC[C@H](C)[C@H](OC)CN(C)C2=O
    4	8	0	-6	-3	-10	2
24: N#C[C@@H]1[C@@H](c2ccccc2)[C@@H](CO)N1S(=O)(=O)c1ccc(F)cc1
    -25	-3	3	3	-4	4	-6
25: O=C(COC(=O)c1ccc(S(=O)(=O)N2CCCC2)cc1)Nc1ccc(N2CCOCC2)cc1
    0	1	0	-1	-3	-12	/
26: CCOc1ccc(NC(=O)c2cc(S(=O)(=O)N3CCCCC3)c[nH]2)cc1
    3	11	-1	?	-4	21	-4
27: Cc1ccc(OCc2nnc(SCC(=O)N3c4ccccc4Sc4ccc(Cl)cc43)o2)cc1
    11	-6	-2	1	5	10	-3
28: CC1(C(=O)NS(=O)(=O)c2ccc(Cl)s2)CCN1C(=O)Cc1ccc(Cl)cc1Cl (stereo not given)
    -2	-7	-1	?	/	2	/
29: O=c1[nH]c(C2CC2)nc2sc3c(c12)CCCC3
    1	1	-2	-13	8	-39	9
30: CCOc1ccc(NC(=O)Nc2cc(C(C)C)ccc2C)cc1
    10	0	-4	11	-8	-9	-9
31: CN(C)C(=O)c1ccc(-c2ccc3c(c2)[C@@H]2[C@@H](CCN2C(=O)C2CCC2)[C@@H](CO)N3C)cc1
    15	2	3	-13	-2	4	0
32: Cc1ccc(NC(=O)c2ccccc2NS(=O)(=O)c2ccc(F)cc2)cc1S(=O)(=O)N1CCCCC1
    17	23	2	-1	-8	?	2
33: CCOc1ccc(/C=C/C(=O)OCC(=O)Nc2cccc(S(=O)(=O)N3CCCC3)c2)cc1
    -12	-2	-1	-5	3	-37	1
34: C[C@H](CO)N1C[C@H](C)[C@H](CN(C)Cc2ccc3c(c2)OCO3)Oc2ncc(-c3ccc(F)cc3)cc2C1=O
    -9	-9	3	-2	0	9	2
35: Cc1ccc(C(=O)N2N=C(c3ccc(NS(C)(=O)=O)cc3)CC2c2cccs2)cc1 (stereo not given)
    -3	10	2	?	-2	12	10
36: Cc1cccnc1NC(=O)CNC(=O)c1cccs1
    -1	-1	0	/	-3	0	1
37: CC(C)(CN1CCN(C(c2ccccc2)c2ccccc2)CC1)NS(=O)(=O)c1ccccc1
    -9	13	0	-4	3	16	2
38: CCN(C(=O)COC(=O)c1cc(S(=O)(=O)N(C)C)ccc1Cl)C1CCS(=O)(=O)C1 (stereo not given)
    7	2	1	-1	5	2	-4
39: Cc1ccccc1-n1nnnc1SC(C)C(=O)NC1CCCc2ccccc21 (stereo not given)
    14	/	/	/	/	-6	-12
40: CC(C)c1ccc(C=NNc2ccc([N+](=O)[O-])cn2)cc1
    -93	-79	-4	14	1	-16	3
41: O=C1CCC(C(=O)N2CCc3c(Cl)cccc3C2)CN1CCCN1CCOCC1 (stereo not given)
    -2	7	-1	-2	-5	5	2
42: CCC(=O)N[C@H]1C=C[C@H](CC(=O)NCC2CCCCC2)O[C@@H]1CO
    -17	-1	4	-13	-2	-1	-24
43: COc1ccc(NC(=O)N(C)C[C@@H]2Oc3ccc(NC(=O)c4ccncc4)cc3C(=O)N([C@@H](C)CO)C[C@@H]2C)cc1
    -11	-7	-1	0	-2	5	9
44: COCCN(C(=O)CSc1nnc(-c2ccc(F)cc2)n1N)c1c(N)n(CC(C)C)c(=O)[nH]c1=O
    3	10	-3	1	3	-2	/
45: COc1ccc(/C=N\NC(=O)CNC(=O)C(c2ccccc2)c2ccccc2)cc1[N+](=O)[O-]
    29	-2	0	3	-1	7	/
46: COc1ccccc1-n1c(SCC(=O)NC2CCS(=O)(=O)C2)nc2ccccc2c1=O (stereo not given)
    -1	3	0	-2	-1	0	-7
47: Cc1cccc(NC(=O)COc2ccc(Br)cc2/C=N/O)c1
    -274	-73	1	0	0	-79	0
48: CCNC(=O)C[C@H]1C=C[C@@H](NC(=O)NC2CCCCC2)[C@@H](CO)O1
    -4	1	1	5	1	14	-12
49: O=C(C[C@H]1C[C@@H]2c3cc(NC(=O)C4CCC4)ccc3O[C@@H]2[C@@H](CO)O1)NCC1CC1
    8	17	3	-2	2	-2	9
50: CC(C)Cc1ccc(-c2cc3nc(NCCOc4ccccc4)ccn3n2)cc1
    -113	-52	2	-6	/	-38	/
51: Cc1cc(Cl)cc(C)c1OCCNCc1ccccc1
    -51	15	-3	3	-3	-6	-8
52: COc1ccc(NC(=O)C(C2CC2)n2c(=O)c(-c3ccco3)nc3ccccc32)cc1 (stereo not given)
    3	12	1	4	0	-10	/
53: COc1ccc(N(C(=O)CNC(=O)c2ccco2)C(C(=O)NCC2CCCO2)c2ccc(OC)c(OC)c2)cc1 (stereo not given)
    -5	-3	3	2	-1	10	-12
54: CN(C)CCNc1cccc2sc3ccc(O)cc3c(=O)c12
    0	4	-8	-3	/	10	/
55: CC(C)n1c(O)c(/C=C2\C=NN=C2c2ccccc2)sc1=S
    -13	6	2	11	/	0	-6
56: C[C@H]1CN([C@@H](C)CO)C(=O)c2cc(C3=CCCCC3)cnc2O[C@H]1CN(C)Cc1cccc(F)c1
    /	0	5	5	0	6	-7
57: CC(OC(=O)[C@@H]1CCCN1C(=O)c1cccs1)C(=O)Nc1cccc([N+](=O)[O-])c1 (stereo not given in full)
    3	-12	4	13	-2	3	6
58: C[C@@H]1CN([C@H](C)CO)C(=O)Cc2cc(NC(=O)Cc3ccccc3)ccc2O[C@H]1CN(C)S(=O)(=O)c1cn(C)cn1
    3	2	/	-4	/	18	-6
59: Cc1c(NC(=O)C(C)OC(=O)c2cccnc2)c(=O)n(-c2ccccc2)n1C (stereo not given)
    22	-8	-3	-2	-1	-16	/
60: CC(=O)NCCNC(=O)C1(C)Cc2c(-c3cccc(C(N)=O)c3)ccnc2O1 (stereo not given)
    0	-1	-1	-5	-4	-5	/
61: CC(C)C[C@@H](CNCC(=O)[C@H](C)NC(=O)c1[nH]cnc1C(=O)N[C@H](CN)CC(C)C)NC(=O)c1nc[nH]c1C(=O)N[C@@H](C)C(=O)O
    9	-3	1	-9	/	-4	-4
62: CSc1nc(N2CCOCC2)c2ccccc2n1
    /	-5	-2	-2	4	-11	-3
63: NC(=O)[C@@H]1CCCN1C(=O)[C@@H](Cc1cnc[nH]1)NC(=O)[C@@H]1CCC(=O)N1
    -5	2	-4	-5	0	0	/
